G9a block – blocks human histone lysine methyltransferase G9a; Potency, µM (top dose mostly 102 µM), inactives show at the top dose activity, negative = inhibition, most hits filed as inhibitors; 350,000 compounds, 8.8% hits; Q96KQ7; G9a H3K9 monomethylation, AlphaScreen, 2 h; AID 504332; also: % is scaled to controls: 0 for no effect and ±100 for the full control effect; nearly all actives have a fitted effect of over 75% in size
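Step 1: enzyme (final 20 nM) with compound, 15 min RT. Step 2: substrate peptide 500 nM and SAM 20 uM, 2 h RT. Step 3: anti-H3K9me1 antibody and AlphaScreen beads, 10 min, then plate read.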
Pin1 inh – human Pin1 inhibition; Pin1 FP peptide displacement, HiFluor488, 10 min; Potency, µM (doses to about 115 µM), without a hit: top-dose activity, negative = inhibition, actives largely listed as inhibitors; 390,000 compounds, 0.009% hits; Q13526; active = well fitted inhibition curve with a large enough effect in the polarisation, with a control signal flat, not every such curve was filed as active; inconclusive = small, poorly fitted or top-dose-only effect, or effect the other way, or a change in a side signal; inactive = no such curve, though single readings can be large or run the other way; the % refers to the polarisation; also: % is scaled to controls: 0 for no effect and ±100 for the full control effect
Target sequence (Q13526 whole entry, looked up): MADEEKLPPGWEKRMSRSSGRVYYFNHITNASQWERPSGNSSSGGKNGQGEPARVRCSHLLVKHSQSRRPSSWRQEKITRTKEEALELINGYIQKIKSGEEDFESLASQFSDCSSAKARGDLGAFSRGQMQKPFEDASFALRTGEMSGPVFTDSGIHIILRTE
GLS inhibitor – glutaminase GLS (human) inhibition | O94925 | GLS enzymatic activity, qHTS titration | Potency, µM (top dose mostly 45.5 µM), without a hit: top-dose activity change, negative = inhibition, actives largely listed as inhibitors | 410,000 compounds, 0.21% hits | AID 624170; also: % is scaled to controls: 0 for no effect and ±100 for the full control effect
Target sequence (O94925 whole entry, looked up): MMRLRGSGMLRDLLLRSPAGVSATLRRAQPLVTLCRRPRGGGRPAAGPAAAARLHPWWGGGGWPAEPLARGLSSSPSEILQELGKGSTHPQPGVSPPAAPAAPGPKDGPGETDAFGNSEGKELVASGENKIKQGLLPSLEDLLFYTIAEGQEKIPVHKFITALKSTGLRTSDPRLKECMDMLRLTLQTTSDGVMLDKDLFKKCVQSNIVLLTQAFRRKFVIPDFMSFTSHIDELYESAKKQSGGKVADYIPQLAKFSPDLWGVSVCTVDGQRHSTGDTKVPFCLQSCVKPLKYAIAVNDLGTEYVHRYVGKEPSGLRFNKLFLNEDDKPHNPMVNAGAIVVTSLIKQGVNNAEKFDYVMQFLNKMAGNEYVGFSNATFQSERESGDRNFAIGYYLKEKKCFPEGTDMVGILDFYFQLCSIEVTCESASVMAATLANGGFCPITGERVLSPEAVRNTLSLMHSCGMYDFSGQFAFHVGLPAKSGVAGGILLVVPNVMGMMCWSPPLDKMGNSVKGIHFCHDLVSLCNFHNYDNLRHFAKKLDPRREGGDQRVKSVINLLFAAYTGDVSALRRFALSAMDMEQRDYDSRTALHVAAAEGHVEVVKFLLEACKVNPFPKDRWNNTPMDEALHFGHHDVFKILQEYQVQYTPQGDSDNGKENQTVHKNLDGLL
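Assay buffer: 45 mM KH2PO4 pH 8.2, 0.02% Tween-20. hKGA acts on L-glutamine (1 mM solution added); product glutamate is reported by an oxidase/peroxidase Amplex Red coupling, with fluorescence taken at baseline and 30 min.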
POLI inh – DNA polymerase iota (human) inhibition; Pol iota fluorescent replication assay, 10 min; Potency, µM (series often up to 115 µM), for inactives: top-dose activity, negative = inhibition, actives largely listed as inhibitors; 390,000 compounds, 1% hits; AID 588590
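Fluorescent replication assay read twice, at 0 min and 10 min after adding 50 nM (final) substrate. Enzyme (10 nM) and compounds were first incubated 15 min at room temperature; enzyme-free buffer wells were negative controls.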
HP1b chromo inh – HP1-beta chromodomain-methylated histone interaction inhibition | 390,000 compounds, 0.56% hits | AlphaScreen HP1-beta / biotin-H3K9me3 peptide binding | Potency, µM (highest dose often 114 µM), inactives show at the top dose activity change, negative = inhibition, hits mostly inhibitors | P83916 | AID 540317; also: nearly all actives have a fitted effect of over 70% in size; inactives centre near 23
Target sequence (P83916 whole entry, looked up): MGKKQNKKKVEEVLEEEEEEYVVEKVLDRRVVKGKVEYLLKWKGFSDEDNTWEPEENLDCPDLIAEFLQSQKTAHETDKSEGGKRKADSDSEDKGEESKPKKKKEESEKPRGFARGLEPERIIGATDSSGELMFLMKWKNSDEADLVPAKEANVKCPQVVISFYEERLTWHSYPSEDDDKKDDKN
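AlphaScreen: HP1-beta (50 nM) preformed 30 min with biotin-H3(1-18)K9me3 peptide (50 nM) in PBS pH 7.4, 0.01% Tween-20. Compound added for 30 min at RT, then streptavidin donor/nickel chelate acceptor beads (10 ug/mL) for 30 min.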
BLM helicase inh – Bloom syndrome helicase (human) inhibition; P54132; Potency, µM (highest dose often 56.1 µM), without a hit: top-dose activity change, negative = inhibition, actives largely listed as inhibitors; recombinant BLM DNA unwinding, fluorescence dequenching; 350,000 compounds, 0.2% hits;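 also: plate controls were vehicle for no effect and no enzyme for full effect; nearly all actives have a fitted effect of over 35% in size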
PGK inhibitor – T. brucei PGK inhibition; PGK/GAPDH coupled, Kinase-Glo luminescence, 60 min; P07378; 380,000 compounds, 0.043% hits; Potency, µM (doses to about 57.5 µM), inactives show top-dose activity change, negative = inhibition, hits mostly inhibitors; also: % is scaled to controls: 0 for no effect and ±100 for the full control effect; nearly all actives have a fitted effect of over 60% in size
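Luminescent ATP detection (Kinase-Glo Plus) follows a 60-minute room-temperature incubation, with wells lacking PGK as controls. Buffer: 100 mM TEA (pH 7.6), 5 mM MgCl2, 0.01% Tween-20. Coupling enzyme GAPDH (100 nM final) supplies unstable 1,3-BPG in-well.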
JMJD2A Tudor – JMJD2A Tudor domain (human) inhibition; O75164; AlphaScreen JMJD2A-Tudor / H3K4me3 peptide binding; Potency, µM (top dose mostly 114 µM), without a hit: at the highest dose activity change, negative = inhibition, actives largely listed as inhibitors; 390,000 compounds, 4.4% hits; AID 504339; also: % is scaled to controls: 0 for no effect and ±100 for the full control effect; nearly all actives have a fitted effect of over 50% in size
BAZ2B block – blocks human BAZ2B; 360,000 compounds, 4.4% hits; AID 504333; AlphaScreen BAZ2B-H3K14Ac peptide displacement; Q9UIF8; Potency, µM (top dose mostly 114 µM), without a hit: top-dose activity change, negative = inhibition, actives largely listed as inhibitors; also: % is scaled to controls: 0 for no effect and ±100 for the full control effect; nearly all actives have a fitted effect of over 60% in size
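BAZ2B (50 nM) with biotin-H3(5-23)K14Ac peptide (50 nM) in PBS pH 7.4, 0.01% Tween-20, preformed 30 min, then compound 30 min at room temperature; top concentration 110uM. AlphaScreen streptavidin donor/nickel chelate acceptor beads (10 ug/mL final), 20 min dark, signal read.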
Active calls of the source: *; i = inactive; ? = inconclusive; · = no result given; [ ] = dose if it differs, or a comment. Unless noted, calls follow the shape of the dose curve; as a rule, active = well fitted curve in the direction sought with a large enough effect; inconclusive = small, poorly fitted or top-dose-only effect, or another doubt; inactive = no such curve, though single readings can be large; an effect the other way counts as inactive or inconclusive. Potency is read from the fitted curve at half-maximal effect.

SMILES | G9a block | Pin1 inh | GLS inhibitor | POLI inh | HP1b chromo inh | BLM helicase inh | PGK inhibitor | JMJD2A Tudor | BAZ2B block
CCc1ccc(NC(=O)Cn2c(=O)n(CC3CCCO3)c(=O)c3cc(OC)c(OC)cc32)cc1 (stereo unspecified) | -3.7%[59 µM] | 14.2% | -9.3% | 28.3% | 26.6% | -0.1% | -6.4% | -9.6% | -2.4%
CCNC(=S)N(CCc1cccc(C)c1)Cc1cc2cc(OC)c(OC)cc2[nH]c1=O | ? | 5.8% | 14.0% | 12.2% | -4.4% | -2.3% | 2.2% | ? | ?
CCn1c(NC(=O)c2ccc(COc3ccc(C)cc3[N+](=O)[O-])o2)nc2ccccc21 | 18.2% | 4.2% | 2.2% | -7.4%[58.9 µM] | 32.7% | -5.0% | i | -28.5% | -0.2%
CCc1ccc2c(c1)C(C)=CC(C)(C)N2 | ? | 0.4% | 15.2% | -17.0% | -23.7% | 0.2% | -3.4% | ? | ?
O=C(Nc1cccc(S(=O)(=O)N2CCCC2)c1)c1cccnc1 | 4.2% | 6.9% | -2.4% | -4.4% | 20.2% | -2.6% | -1.3% | -18.9% | -1.1%
CN(Cc1ccc(F)cc1)Cc1nc(CCc2ccccc2)no1 | · | 1.8% | 5.4% | 170.2%[activator] | 121.6%[activator] | -1.6% | -0.8% | 89.1%[activator] | 55.6%[activator]
CCOc1ccc(N(CC(=O)NCc2ccc(Cl)cc2)S(=O)(=O)c2ccccc2)cc1 | 4.0% | -1.4% | 3.9% | 87.3%[activator] | -11.0% | -6.0% | -5.7% | -15.1% | 3.4%
Nn1c(Cc2cccc3ccccc23)nnc1SCCOc1ccc(F)cc1 | ? | 1.1% | -4.8% | -5.7% | 34.0% | -5.8% | -5.9% | -2.1% | 3.5%
O=C(O)CC1S/C(=N/N=C/C=C/c2ccccc2[N+](=O)[O-])NC1=O (stereo unspecified) | -9.2%[59 µM] | -3.5% | -2.0% | 11.2% | 34.4%[activator] | 1.6% | -8.5% | ? | 7.0%
Cc1nc([N+](=O)[O-])cn1CC(=O)c1ccc(Cl)cc1 | -4.3% | -2.4% | 8.4% | 20.0% | 18.6% | -1.7% | -4.1% | -6.2% | 6.4%
COc1ccc(N2CCN(C(=O)CCS(=O)(=O)c3cc(Br)cc4c3N(C(=O)C3CC3)CC4)CC2)cc1 | -50.4%[59 µM] | ? | 1.0% | ? | -4.2% | 0.7% | -5.6% | -28.4% | ?
COc1ccccc1OCC(=O)Nc1nnc(-c2ccco2)s1 | ? | 26.5% | 8.6% | ? | 19.9% | 1.1% | -10.5% | ? | ?
COc1cccc(C(=O)NC2CC(C)(C)Cc3c2cnn3-c2cccc(F)c2)c1OC (stereo unspecified) | · | 0.5% | 0.0% | 5.6% | 11.3% | -8.6% | -9.1% | -22.2% | ?
COc1ccc(NS(=O)(=O)c2ccc3c(c2)C(C(C)C)C(=O)N3)cc1 (stereo unspecified) | -22.1%[59 µM] | -2.2% | 2.6% | ? | 9.2% | 3.9% | -8.2% | -14.9% | 0.7%[57.1 µM]
O=C(Cn1cc(C(=O)C(F)(F)F)c2cc(Br)ccc21)N1CCOCC1 | -20.1% | 2.5% | -0.9% | -1.8% | 17.0% | -3.5% | -2.8% | -10.3% | -18.1%
COc1ccc(NC(=O)CCS(=O)(=O)c2nc(-c3ccc4c(c3)OCO4)cc(C(F)(F)F)n2)cc1 | ? | ? | 5.2% | ? | 45.3%[activator] | -1.9% | -5.2% | -11.3% | 1.2%
CC(C)c1ccc(S(=O)(=O)NCc2nc3cccnc3n2Cc2ccc(F)cc2)cc1 | 6.8%[59 µM] | 0.6% | 7.4% | 6.2% | 23.0%[57 µM] | -2.0% | 3.2% | 7.1% | -0.8%
CC(C)CC(c1nnnn1C1CCCCC1)N1CCN(c2ncccn2)CC1 (stereo unspecified) | -49.7% | 0.7% | 2.2% | 19.9% | 42.3%[activator] | -0.2% | -7.2% | -16.8%[57.1 µM] | -6.2%
Oc1ccc(-c2csc(-c3cccnc3)n2)cc1O | · | ? | 3.55µM* | 28.2µM* | 79.4µM* | -13.9% | -14.7% | 7.08µM* | 44.7µM*
Cc1cccc(OCCC(=O)NNC(=O)Cn2nc(C)cc2C)c1 | · | 0.3% | 12.4% | 12.0% | 30.6% | · | i | -1.5% | ·
O=[N+]([O-])c1ccccc1S(=O)(=O)Nc1cccnc1 | · | -4.0% | -7.9% | 137.1%[activator] | 27.3% | -1.9% | -2.6% | -6.8% | 8.9%
COc1ccc(-c2nc(NC(=O)Cn3ccc(C(F)(F)F)n3)sc2C)cc1 | ? | ? | -1.0% | 5.9% | 24.0% | -12.2% | 7.2% | -25.9% | -26.0%
Cc1cccc(C)c1-n1nnnc1-c1cnccc1C(F)(F)F | 14.3% | 1.8% | -5.1% | 40.3%[activator] | 15.0% | -2.7% | 7.5% | -10.8% | 2.9%
COc1ccc(C(=O)Nc2cc(C)c3c(=O)oc4ccccc4c3n2)cc1 | 10.7%[59 µM] | 9.5% | 0.1% | -1.7% | 42.6%[activator] | -6.7% | i | -19.3% | -3.3%
COc1ccc(CNCC(O)(c2ccc(F)cc2)c2ccc(F)cc2)cc1OC | 15.9% | -0.7% | 0.5% | 17.2% | 44.4% | -6.5% | -1.3% | -24.2% | -11.4%

Structures shown so far that have a furan ring, fused or not, in the order listed:
SMILES | G9a block | Pin1 inh | GLS inhibitor | POLI inh | HP1b chromo inh | BLM helicase inh | PGK inhibitor | JMJD2A Tudor | BAZ2B block
CCn1c(NC(=O)c2ccc(COc3ccc(C)cc3[N+](=O)[O-])o2)nc2ccccc21 | 18.2% | 4.2% | 2.2% | -7.4%[58.9 µM] | 32.7% | -5.0% | i | -28.5% | -0.2%
COc1ccccc1OCC(=O)Nc1nnc(-c2ccco2)s1 | ? | 26.5% | 8.6% | ? | 19.9% | 1.1% | -10.5% | ? | ?

(further entries)
SMILES | G9a block | Pin1 inh | GLS inhibitor | POLI inh | HP1b chromo inh | BLM helicase inh | PGK inhibitor | JMJD2A Tudor | BAZ2B block
C1CN(CCN2CCOCC2)CCN1 | ? | -2.6% | 1.4% | 91.5%[activator] | 21.1% | 0.4% | 1.7% | -19.3% | -1.4%
CC(=O)Oc1ccc(N2C(=O)CCC2=O)cc1 | -37.6%[0.0925 µM] | -1.7% | 1.0% | 35.8%[activator] | 37.7% | -0.2% | 1.5% | 3.1% | -3.4%
CCS(=O)(=O)c1nc(S(=O)(=O)c2ccc(C)cc2)c(N2CCCC(C)C2)s1 (stereo unspecified) | 11.8% | 3.1% | 9.1% | 6.4% | 46.3%[activator] | -4.2% | -4.7% | -16.9% | -13.3%
COC(=O)c1ccc2c(=O)n(CCCN3CCCC3=O)c(=S)[nH]c2c1 | -30.4%[12.7 µM] | 1.4% | -6.6% | -8.6% | 27.2% | -2.3% | -6.9% | ? | 70.8µM*
O=C(O)CSc1cc(NS(=O)(=O)c2ccc(Cl)cc2)c2ccccc2c1O | 3.98µM* | ? | 1.8% | 3.16µM* | 20µM* | 25.1µM* | -1.3% | 25.1µM* | 50.1µM*
O=S(=O)(O)c1cccc2c(N=Nc3ccc(O)c4ncccc34)cccc12 | 10µM* | · | 8.91µM* | ? | 22.4µM* | ? | ? | 25.1µM* | 22.4µM*
COc1cccc(NC(=O)NC2(C(=O)N3CCC(O)CC3)CCCCC2)c1 | 10.8% | -2.3% | 2.1% | 43.9%[activator] | 15.9% | -0.3% | 0.5% | 1.4% | 10.0%
CN(C(=O)c1ccc(Br)o1)C1(C)CCS(=O)(=O)C1 (stereo unspecified) | 36.3% | -8.3% | 0.4% | -1.1% | 15.4% | -1.7% | i | -17.3% | -1.7%
CCCCCn1c(CCCNC(=O)c2ccccc2)nc2ccccc21 | 6.0%[59 µM] | -2.4% | -0.2% | 1.5% | 16.4% | -1.4% | i | -11.6% | 0.4%
Cc1ccc(SCC(=O)OCC(=O)N(CC(C)C)C2CCS(=O)(=O)C2)cc1C (stereo unspecified) | -44.9% | -10.7% | -15.9% | 3.8% | 27.4% | · | -1.1% | -11.7% | 4.8%
CCOC(=O)N1CCN(S(=O)(=O)c2cc(Br)cc3c2N(C(C)=O)C(C)C3)CC1 (stereo unspecified) | ? | -9.5% | 8.0% | -0.8% | 10.7% | -5.3% | -7.3% | -1.8% | 9.7%
CN(Cc1ccco1)C(=O)CCc1nc2sc3c(c2c(=O)[nH]1)CCCC3 | 79.4µM* | ? | 2.4% | 44.7µM* | -2.0% | -14.5% | -4.3% | ? | ?
CCNc1ccc(Br)cc(C(=O)/C=C/c2ccc3c(c2)OCO3)c1=O | · | -20.6% | -6.9% | 3.98µM* | 20µM* | -24.9% | -0.3% | 44.7µM* | 22.4µM*
O=C(O)c1occc1CSc1ccccc1 | ? | -6.2% | -22.9% | -4.0% | -26.0% | -1.5% | i | -20.1% | 0.1%
O=C(OCc1ccccc1Cl)c1ccc(-c2nnn(Cc3ccccc3)n2)cc1 | -3.4%[59 µM] | -10.7% | -1.0% | 3.1% | 35.8% | -1.2% | · | -1.9% | -2.0%
CS(=O)(=O)NCCCCCCNS(C)(=O)=O | 50.1µM* | -4.0% | ? | 15.5% | 40.2%[activator] | -9.0% | -4.5% | -8.3%[11.4 µM] | 2.5%
N#CCCCCN1CCCC1 | -3.4% | -1.1% | -3.5% | -16.4% | 36.5% | -1.6% | -4.7% | 2.8% | -16.5%
COc1ccc(OCCC(=O)OCC(=O)Nc2cccc(Br)c2)cc1 | 23.8% | 5.5% | -5.6% | 150.3%[activator] | 13.2% | -3.6% | -1.8% | -12.5% | -0.5%
O=C(COC(=O)Cc1ccc(Br)cc1)NC12CC3CC(CC(C3)C1)C2 | 62.0%[activator] | ? | -3.2% | 4.9% | 19.3% | -9.2% | 2.8% | -1.5%[11.4 µM] | -0.4%
CC1CCN(c2nc3ccc(C(=O)NCCCN4CCCCC4)cc3s2)CC1 | · | -0.5% | -3.3% | 35.9%[activator] | 35.8% | -10.2% | 5.1% | -14.9% | 5.6%
Cc1cc(NS(=O)(=O)c2ccc(NC(=O)CSc3nc4ncccc4[nH]3)cc2)nc(C)n1 | 0.5%[59 µM] | 0.7% | -2.2% | 5.9% | 45.6%[activator] | -0.9% | -0.8% | -4.4% | 2.0%

Not all compounds are listed (hit frequency here may not be typical).
